MC4R antagonist = human MC4R antagonism in cAMP assay | P32245 | MC4R-expressing cells, MTII-stimulated cAMP, LANCE TR-FRET | inhibition, % at 6.5 µM | 0.48% of 360,000 active | AID 540295;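 active = inhibition above its plate's cutoff, the mean of tested wells on that plate plus 3 SD, cut at about 29% in these data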;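 also: 0% = Melanotan II alone and 100% = Melanotan II plus saturating MCL0020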
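Assay system: U2OS-MC4R stable cell line; Also added: Melanotan II; Technique: Eu-cAMP/anti-cAMP TR-FRET, emission 671 nm; Times: 30-min compound, 1-h challenge, 1-h detection, room temperature.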
ABHD5 PLIN5 PPI = blocks binding of human ABHD5 to perilipin-5; Q00G26+Q8WTS1; Split G. princeps luciferase complementation, luminescence, 4 h; inhibition, % at 4 µM; 0.78% of 360,000 active; AID 602281;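 active = inhibition above the mean inhibition across every tested compound plus 3 SD, cut at about 22% in these data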;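 also: 0% = DMSO only wells and the 100% control is not disclosed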
MC4R barr agon = human MC4R agonism via beta-arrestin. P32245. U2OS MC4R beta-arrestin complementation, luminescence; percent of melanotan II response, DMSO zero. activation, % at 8.9 µM. 0.98% of 360,000 active;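 active = activation above a per-plate cutoff, the mean activation of sample wells on that plate plus 3 SD, cut at about 8% in these data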
PDI inh = blocks human protein disulfide isomerase activity | P07237 | PDI insulin aggregation turbidity, A650, 90 min | inhibition, % at 10 µM | 0.052% of 350,000 active | AID 588391;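 active = mean inhibition across replicates of 30% or more, whatever share of single replicates reach that level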;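 also: absorbance from insulin aggregation driven by PDI reduction with DTT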
Target sequence (P07237 whole entry, looked up): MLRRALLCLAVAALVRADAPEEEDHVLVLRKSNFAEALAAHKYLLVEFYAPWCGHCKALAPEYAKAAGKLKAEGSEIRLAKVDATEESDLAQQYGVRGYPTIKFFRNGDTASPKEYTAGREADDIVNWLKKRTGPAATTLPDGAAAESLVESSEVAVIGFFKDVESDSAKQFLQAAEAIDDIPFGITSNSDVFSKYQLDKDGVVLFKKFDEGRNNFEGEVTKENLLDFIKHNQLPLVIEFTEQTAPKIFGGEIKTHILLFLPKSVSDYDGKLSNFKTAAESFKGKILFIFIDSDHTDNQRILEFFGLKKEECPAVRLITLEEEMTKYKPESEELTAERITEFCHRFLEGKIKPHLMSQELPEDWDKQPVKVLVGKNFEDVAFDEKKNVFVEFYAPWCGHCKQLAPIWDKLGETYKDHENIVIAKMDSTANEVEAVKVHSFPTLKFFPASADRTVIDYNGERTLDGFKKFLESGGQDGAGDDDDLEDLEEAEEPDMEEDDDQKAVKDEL
Glyco luc inh = blocks N-linked glycosylation in D54 reporter cells; D54 ERlucT glycosylation luciferase reporter, 24 h; percent of 100 nM tunicamycin response; reporter increase, % at 12.5 µM; 0.23% of 360,000 active;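 active = mean luciferase reporter signal, scaled so untreated is 0 and the glycosylation-blocking control 100, at or above a set limit in every replicate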;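 also: luciferase carries N-glycosylation sites so blocking glycosylation raises the light; 0% = median of neutral control wells and 100% = median of 100 nM tunicamycin wells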
H9c2 protect = myocardial damage modulation in H9c2 cells; AID 588492; 0.63% of 360,000 active; protection from H2O2 cell death, % at 20 µM; H9c2 cardiomyocytes, H2O2 injury protection, ATPLite, 2 h;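 active = compounds giving at least 50% protection of heart cells from peroxide-induced death in the single-dose screen, raw or plate-pattern-corrected value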;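 also: 0% = DMSO wells with peroxide and 100% = DMSO wells without peroxide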
ABCB6 inh 2 = blocks the human ABCB6 transporter | fluorescence ratio to DMSO, % at 10 µM | 0.19% of 360,000 active | K562-ABCB6 porphyrin accumulation, flow cytometry, 1 h; stronger effect = lower value | Q9NP58;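 active = fluorescence ratio to DMSO below 75%, the collection mean minus 3 SD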;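 also: signal is porphyrin accumulated inside mitochondria; 100% equals median channel fluorescence of DMSO control wells; lower ratio means ABCB6 inhibition with less porphyrin fluorescence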
Granule exo inh = lytic granule exocytosis inhibition. inhibition, % at 10 µM. AID 651702. TALL-104 LAMP-1 surface exposure, flow cytometry; cells stimulated with thapsigargin and PMA. 0.66% of 360,000 active;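 active = inhibition above about 55%, limit read from the data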
HTR2A ag = agonists of mouse serotonin 5-HT2A receptor (HTR2A); CHO-K1 mHTR2A beta-arrestin complementation, luminescence; percent of 30 µM serotonin response; activation, % at 7.6 µM; 0.66% of 360,000 active; AID 624169;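 active = activation above a run cutoff, the mean activation of all tested compounds plus 3 SD, cut at about 14% in these data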;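 also: 0% = plate median of compound wells and 100% = 30 µM serotonin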
Target sequence (P35363 whole entry, looked up): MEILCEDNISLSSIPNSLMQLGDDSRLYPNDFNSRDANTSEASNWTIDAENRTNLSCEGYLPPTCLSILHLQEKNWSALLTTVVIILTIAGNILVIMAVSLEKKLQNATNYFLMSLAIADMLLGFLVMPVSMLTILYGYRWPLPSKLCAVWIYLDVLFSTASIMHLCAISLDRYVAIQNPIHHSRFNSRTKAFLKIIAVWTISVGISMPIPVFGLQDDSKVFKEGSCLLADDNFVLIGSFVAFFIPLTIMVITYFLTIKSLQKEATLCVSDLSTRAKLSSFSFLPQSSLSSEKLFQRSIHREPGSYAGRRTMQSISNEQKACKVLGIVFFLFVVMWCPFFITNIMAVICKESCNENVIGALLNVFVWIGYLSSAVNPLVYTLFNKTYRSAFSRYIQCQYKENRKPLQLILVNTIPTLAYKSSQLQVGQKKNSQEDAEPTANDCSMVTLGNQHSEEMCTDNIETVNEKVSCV
CaV13 ICDI inh = Disruptors of the CACNA1D IQ motif to Ca2+-dependent inactivation inhibitor domain association, primary screening, Förster resonance energy transfer in intact living …. HEK cells, CFP/YFP FRET ICDI-IQ, plate reader, 10 min; percent FRET-ratio fall versus neutral wells. inhibition, % at 12.3 µM. 0.098% of 340,000 active. AID 743397;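 active = mean replicate inhibition of at least 30% and at least 1% of replicates passing that level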;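 also: 0% = median of the neutral control wells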
Starred values were filed as active, the others as inactive; . = no result given.

Structure	MC4R barr agon	ABCB6 inh 2	ABHD5 PLIN5 PPI	CaV13 ICDI inh	Granule exo inh	HTR2A ag	H9c2 protect	MC4R antagonist	Glyco luc inh	PDI inh
CC(C)NC(=O)C1CCN(C(=O)N(C)C)CC1	0.2	101	-9	-9	-2	0	0	15	2	-6
CC(Oc1ccc(Br)cc1Br)C(=O)Nc1cccnc1Cl (centres undefined)	-0.3	98	1	-3	-25	-1	-3	-5	-5	4
Nc1ccc(C2(c3ccc(N)cc3)c3ccccc3C(=O)c3ccccc32)cc1	1.9	98	0	-3	0	-1	-2	-3	2	2
NC(=O)C1CCN(C(=O)c2cc(S(=O)(=O)N3CCOCC3)ccc2Cl)CC1	3.3	100	2	9	0	2	-5	9	0	-2
Cc1csc2ncnc(N3CCN(C(=O)Nc4ccc(OC(F)(F)F)cc4)CC3)c12	-1.0	89	-5	-22	16	8	-16	7	-6	-2
Cn1cc([N+](=O)[O-])c(C(=O)Nc2cc(Oc3ccccc3)cc([N+](=O)[O-])c2)n1	-2.9	94	1	1	-7	-3	-12	14	-21	1
OC(COC1CCCCC1)CN1CCN(c2ccccc2)CC1 (centres undefined)	-1.1	94	-9	-3	-3	-3	-2	6	2	8
O=C(COC(=O)Cc1cccs1)Nc1ccccc1	-1.8	92	9	-4	2	1	0	-1	3	3
O=C(CCc1ccccc1)NCC1(c2ccccc2)CCCC1	1.6	99	4	-5	20	-2	6	3	-4	4
CCc1ccc2c(c1)NC(=O)C2(C)Cc1ccccc1OC (centres undefined)	4.2	97	2	-4	26	1	-14	-3	-2	2
COc1ccccc1NC(=O)C(=O)NNS(=O)(=O)c1ccc2ccccc2c1	0.9	96	0	0	4	-3	9	5	1	4
CCOC(=O)N1CCN(C(=O)c2ccc3c(c2)sc2nc(-c4ccccc4)cn23)CC1	-1.9	114	6	.	-4	4	15	-1	1	-20
NS(=O)(=O)c1cnccc1Nc1ccc(Cl)c(Cl)c1	-1.6	99	2	-4	3	-3	-2	6	-1	-8
Cn1nc(-c2ccccc2)c2nc3ccccc3nc21	-1.4	106	-7	.	-1	1	-12	-2	4	2
CCOc1ccc(Br)cc1/C=N/O	-1.4	98	-6	-7	0	-1	2	-3	-2	3
O=C(O)/C=C/c1ccc(S(=O)(=O)N(CCO)CCO)cc1	-1.3	95	1	5	0	2	13	-11	0	-9
CC(C)(C)C(=O)NC1CCN(S(=O)(=O)c2ccc(C(F)(F)F)cc2)CC1	-2.2	94	2	-8	-1	0	-4	11	-1	-3
CCOc1cc(NC(=S)NCCCN2CCOCC2)c(OCC)cc1NC(=O)c1ccc(OC)cc1	-2.1	101	-2	-6	-2	-5	5	-1	-5	2
Cc1noc(C)c1COC(=O)c1cccc(S(=O)(=O)N2CCCCCC2)c1	0.9	92	5	.	-1	6	-39	4	-4	0
O=C(N/N=C/c1sc(=O)[nH]c1-[n+]1ccccc1)c1ccccc1[O-]	-3.3	96	-3	-5	-6	-1	3	-23	-1	2

Remaining list, next part.
Structure	MC4R barr agon	ABCB6 inh 2	ABHD5 PLIN5 PPI	CaV13 ICDI inh	Granule exo inh	HTR2A ag	H9c2 protect	MC4R antagonist	Glyco luc inh	PDI inh
CCNC(=S)NNC(=O)c1cccnc1	-2.4	92	2	-5	-7	8	-5	4	1	5
NS(=O)(=O)c1ccc(CCNC(=O)COC(=O)CCc2c[nH]c3ccccc23)cc1	-2.0	99	6	-5	-7	-3	3	2	0	3
Cc1sc(N)nc1C12CC3CC(CC(C3)C1)C2	0.7	96	3	-2	-4	1	-4	-5	-2	-1
CCCN1Cc2cccc(C(=O)N3CCN(c4ccccc4)CC3)c2C1=O	-1.9	105	-5	.	4	-4	-1	1	-1	-2
COc1ccc(NC(=O)C(NC(C)=O)C(=O)NCc2ccccc2Cl)cc1 (centres undefined)	-0.2	97	-2	0	-2	-2	-4	1	0	2
CCOC(=O)C1CCN(C(=S)NC2CC3C=CC2C3)CC1 (centres undefined)	-0.7	96	-1	9	9	7	1	13	-1	-2
CC1(C)C(=O)Nc2ccccc2N1C(=O)COC(=O)Cc1ccccc1F	-0.7	96	8	-9	-1	-2	2	8	0	-1
O=[N+]([O-])c1cc(-c2nc3nc4ccccc4nc3n2CCc2ccccc2)cc([N+](=O)[O-])c1	-0.7	108	0	-4	-2	6	-5	1	-2	-29
COc1cc(Cn2c(-c3nonc3N)nc3ccccc32)ccc1C	10*	108	2	-4	2	-3	-8	-25	9	-1
O=C(COC(=O)/C=C/c1ccc([N+](=O)[O-])cc1)NCC1CCCO1 (centres undefined)	3.3	84	5	.	4	5	-4	-5	0	2
COc1cccc(N2C(=NC(=O)c3ccccc3)SC3CS(=O)(=O)CC32)c1 (centres undefined)	-1.7	105	2	-4	2	5	0	13	-1	-1
COc1ccc(C2N(C(=O)N(C)C)CCN2S(=O)(=O)c2ccc(OC)cc2)cc1 (centres undefined)	-0.9	100	3	-4	1	-5	3	8	1	10
NC(=O)c1ncn([C@@H]2O[C@H](CNS(=O)(=O)c3cc(S(=O)(=O)c4ccccc4)cs3)[C@@H](O)[C@H]2O)n1	0.2	105	-10	-5	-2	0	3	3	3	-4
COc1ccc(CC(=O)N2CCN=C2SC)cc1OC	-0.2	94	-7	-2	0	-1	-10	-4	3	6
CCOc1ccc(Br)cc1S(=O)(=O)N1CCSC1	0.1	100	0	-6	1	8	2	10	-1	-5
CC(=O)NC[C@H]1O[C@@H](n2ccc(N)nc2=O)[C@H](O)[C@@H]1O	4.9	102	-13	-4	-2	-2	-2	-4	1	-2
O=C(CCc1ccccc1)NNC(=S)NCc1ccc(Cl)cc1	-2.2	94	3	-6	1	3	-2	2	-2	-3
O=C(Nc1ccc(F)cc1)Nc1nnc(-c2ccco2)s1	-3.0	96	-2	-4	-2	-2	-25	9	0	-2
CC(Oc1ccccc1)C(=O)Nc1nnc(C2CCCCC2)s1 (centres undefined)	-1.9	97	-1	-1	1	-1	-2	12	1	5
O=C(CCCCCCCCN1C(=O)c2ccccc2C1=O)N1CCOCC1	-1.4	102	-4	-5	-6	0	3	1	0	1

Following part.
Structure	MC4R barr agon	ABCB6 inh 2	ABHD5 PLIN5 PPI	CaV13 ICDI inh	Granule exo inh	HTR2A ag	H9c2 protect	MC4R antagonist	Glyco luc inh	PDI inh
CCN(Cc1ccccc1)S(=O)(=O)c1ccc(C(=O)Nc2nnc(-c3ccccc3OC)o2)cc1	2.4	93	-2	-5	2	9	46	15	0	4
CCn1cc(C(=O)N2CC=C(c3ccccc3)CC2)c(=O)c2ccc(C)nc21	-1.0	101	-8	-8	-2	-4	7	1	4	-1
CCCCc1ccc(CC(=O)Nc2cc(S(=O)(=O)N3CCOCC3)ccc2O)cc1	-0.8	97	-15	-5	3	-5	11	13	0	-9
Oc1ccccc1-c1nnc(-c2ccc(C(F)(F)F)cc2)o1	7.0	90	-1	-2	0	0	12	-2	0	-7
O=C(CN1CCN(c2ccc([N+](=O)[O-])cc2)CC1)Nc1ccccn1	-0.7	99	3	-2	0	5	-4	-2	-1	-7
COc1cc(NC(=O)COc2ccccc2[N+](=O)[O-])ccc1NC(=O)c1ccco1	-3.8	97	0	-3	0	4	12	2	-3	-9
Cc1cnc(C)c(N2CCC(C(=O)NC(C)c3cccs3)CC2)n1 (centres undefined)	-1.1	87	-4	-4	0	3	11	1	0	0
CNC(=O)CSc1nnc(-c2cccs2)o1	0.5	94	0	-4	-2	13	0	1	3	-2
CCCCN(C)/C=N/c1c(C#N)cnn1-c1ccc(C)cc1	-0.1	94	-6	-5	-2	-3	-3	0	-10	-11
COc1ccc(NC(=O)C2CC(=O)N(c3cc(C)ccc3C)C2)cc1 (centres undefined)	-0.7	119	-4	-5	2	-2	3	2	1	2
CCOc1ccc2nc(NC(=O)CN3CCC(n4nnc5cc(F)ccc54)CC3)sc2c1	-0.1	88	9	-5	0	-3	70*	10	-3	4
Cc1ccc(S(=O)(=O)N=Nc2c(O)[nH]c3ccccc23)cc1	-2.4	99	-7	-9	1	6	4	3	3	2
COC(=O)C(C)Sc1nc2c(c(=O)[nH]c(=O)n2C)n1CCC(C)C (centres undefined)	-0.1	101	-5	.	-4	3	1	-43	2	5
CCN(C[C@H]1N[C@@](C)(C(=O)OC)[C@H]2C(=O)N(Cc3ccccc3)C(=O)[C@@H]12)C(=O)C1CCCCC1	-0.4	97	9	-5	4	2	-1	-2	0	-3
CCn1c(CSc2nc3ccccc3s2)nnc1SCC(N)=O	-0.1	97	-1	-4	3	0	5	3	1	1
O=C(Nc1cc(Cl)cc2c1-c1ccc(Cl)cc1C2O)C(Cl)Cl (centres undefined)	0.5	102	7	-8	-5	6	-15	4	-2	-2
Cc1oc2c(cc(NS(=O)(=O)c3ccc4c5c(cccc35)C(=O)N4)c3ccccc32)c1C(=O)OC(C)C	-3.1	107	-4	-9	-1	6	8	-1	0	-1
Cc1cccc(-n2ncc3c2CCCC3NC(=O)c2cccs2)c1C (centres undefined)	0.3	108	-3	-5	-2	0	-8	5	-8	-8
O=C(Cn1ccc2ccccc2c1=O)NCC(=O)N1CCN(c2ccc(F)cc2)CC1	-0.3	159	-1	-3	1	3	-3	-5	3	0
CSc1ccc(CN2CCC2(C)C(=O)NCc2cccc(C(F)(F)F)c2)cc1 (centres undefined)	0.2	96	-1	-6	0	-6	-8	-1	-3	5

Screening results as filed in PubChem BioAssay.
